Platelet DG rel: inhibitors of platelet dense granule secretion, primary screen, cell-based, MLPCN, human platelets | 300,000 compounds, 0.22% hits | inhibition, %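 (compounds screened at 7.5 µM in platelet-rich plasma)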 | human platelet-rich plasma, SFLLRN dense granule ATP release, luminescence;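 active means mean replicate score, as percent of positive control, at or above 50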
IEC-6 tox: cytotoxicity in IEC-6 intestinal epithelial cells, primary screen, cytotoxicity control for KLF5 inhibitor project, cell-based, luminescence. 290,000 compounds, 0.78% hits. IEC-6 cytotoxicity, luminescence viability. inhibition, % at 5 µM; in the data active means inhibition above about 22%;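 further: 0% = plate median of test compound wells and 100% = cytotoxic reference compound wells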
KLF5 inhibitor: KLF5 expression inhibitors, primary screen, DLD-1 cells, luminescence; DLD-1 KLF5 promoter-luciferase reporter; inhibition, % at 5 µM; 290,000 compounds, 0.23% hits;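 active means inhibition above a per-plate limit of that plate's mean compound inhibition plus 3 SD, cut at about 60% in these data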;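 further: 0% = DMSO wells and 100% = LY294002 at 200 µM; higher means less KLF5 promoter-driven luciferase light; inactives centre near -14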
HSF-1 act: HSF-1 activators, primary screen, NIH3T3-HGL cells, MG132 stress, luminescence, single point | 300,000 compounds, 1.7% hits | NIH3T3-HGL HSF-1 luciferase reporter, 8 h; 100% = twice DMSO control signal | activation, % at 9 µM | AID 504408, 2011;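 active means mean replicate activation of at least 50% with a set share of replicates each reaching 50%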;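 further: 0% = median of the neutral control wells and 100% = twice that signal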
HSP90 refold inh: HSP90 inhibitors, primary screen, cell lysate, luminescence; inhibition, % at 5.6 µM; Rabbit reticulocyte lysate, luciferase refolding luminescence, 3 h; 290,000 compounds, 0.91% hits; Heat shock protein HSP 90 (rabbit reticulocyte lysate; luciferase refolding); AID 1789, 2009;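 active means inhibition above the screen-wide mean plus 3 SD, computed separately per campaign, cut at about 16% in these data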;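 further: 0% = DMSO wells and 100% = 60 µM geldanamycin wells; inhibitors lower the luminescence because luciferase stays unfolded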
aSyn UTR inh: MLPCN primary screen, SNCA 5' untranslated region | alpha-synuclein 5'UTR reporter, inhibitor activity | inhibition, % (tested at 7.5 µM) | 300,000 compounds, 0.82% hits | AID 1813, 2009; in the data active means inhibition above about 60%;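 further: H4 neuroglioblastoma cells stably carrying SNCA 5'UTR luciferase fusion; 0% = DMSO wells and 100% = positive control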
GSK3B inh: human GSK3beta kinase inhibitors, primary screen, biochemical, cell-free homogeneous, HTS; GST-GSK3beta kinase, ADP-Glo luminescence, 60 min; stronger effect = lower value; 300,000 compounds, 0.038% hits; activity score (negative = inhibition), % at 10 µM; Glycogen synthase kinase-3 beta (Homo sapiens), P49841; AID 2097, 2009;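 active means more than half of replicate wells score below -50%, meaning over 50% inhibition versus plate controls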;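 further: 0% = median DMSO wells and -100% = median GW8510 positive control wells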
Target sequence (P49841 whole entry, looked up): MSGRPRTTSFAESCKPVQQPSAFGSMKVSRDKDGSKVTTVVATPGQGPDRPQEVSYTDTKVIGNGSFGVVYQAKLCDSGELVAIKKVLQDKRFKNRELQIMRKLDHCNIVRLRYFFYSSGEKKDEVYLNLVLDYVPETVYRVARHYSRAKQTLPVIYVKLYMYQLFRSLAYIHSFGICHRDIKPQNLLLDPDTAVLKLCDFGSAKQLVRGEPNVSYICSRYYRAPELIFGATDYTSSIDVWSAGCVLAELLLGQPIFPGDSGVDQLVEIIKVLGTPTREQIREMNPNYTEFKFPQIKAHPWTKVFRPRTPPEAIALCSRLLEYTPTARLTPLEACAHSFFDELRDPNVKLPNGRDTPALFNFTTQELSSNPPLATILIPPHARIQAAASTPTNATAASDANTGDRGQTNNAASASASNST
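test system = GST-tagged human GSK3beta kinase, cell-free | reagent = 25 µM ATP with peptide substrate | dosing = one dose of 10 µM per compound | schedule = 60 min reaction, RT | detection = luminescent ADP-Glo measurement of ADP formed | control set = DMSO neutral wells and GW8510 at 20 µM as positive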
HSF1 inhib: HSF1 inhibitors in luciferase reporter cells, primary screen, cell-based, NIH3T3, luminescence; activity change, negative = inhibition, % at 7.5 µM (by protocol); NIH3T3-HGL HSE-luciferase, MG132-induced, luminescence 8 h; stronger effect = lower value; 300,000 compounds, 0.77% hits;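 active means more than half of replicate wells show activity change below -50%, luminescence cut by over half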;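 further: luciferase reports HSF-1 transcriptional activity via heat shock element; 0% = median of DMSO wells and -100% = zero luminescence signal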
Dyrk1A ADPGlo: rat Dyrk1A kinase inhibitors, primary screen, biochemical, single point, plate reader; 310,000 compounds, 0.43% hits; inhibition, % at 12.5 µM; Dual specificity tyrosine-phosphorylation-regulated kinase 1A (Rattus norvegicus), Q63470; ADP-Glo luminescence, NFATc1 peptide; in the data active means inhibition above about 50%;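 further: plate controls were vehicle with enzyme for no effect and no enzyme for full effect; many of its hits are not listed in these tables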
GSK3 alpha inh: blockers of GSK3A enzyme activity – biochemical, luminescence, cell-free homogeneous, HTS, primary screen; Glycogen synthase kinase-3 alpha (Homo sapiens), P49840; GSK-3 alpha kinase, ADP-Glo luminescence, 60 min; inhibition, % at 10 µM; 320,000 compounds, 0.1% hits; AID 2650, 2010;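 in the data active means inhibition above about 50%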;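 further: GST-tagged GSK-3 alpha with peptide substrate and 25 µM ATP; 0% = DMSO neutral wells and 100% = GW8510 positive control wells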
Target sequence (P49840 whole entry, looked up): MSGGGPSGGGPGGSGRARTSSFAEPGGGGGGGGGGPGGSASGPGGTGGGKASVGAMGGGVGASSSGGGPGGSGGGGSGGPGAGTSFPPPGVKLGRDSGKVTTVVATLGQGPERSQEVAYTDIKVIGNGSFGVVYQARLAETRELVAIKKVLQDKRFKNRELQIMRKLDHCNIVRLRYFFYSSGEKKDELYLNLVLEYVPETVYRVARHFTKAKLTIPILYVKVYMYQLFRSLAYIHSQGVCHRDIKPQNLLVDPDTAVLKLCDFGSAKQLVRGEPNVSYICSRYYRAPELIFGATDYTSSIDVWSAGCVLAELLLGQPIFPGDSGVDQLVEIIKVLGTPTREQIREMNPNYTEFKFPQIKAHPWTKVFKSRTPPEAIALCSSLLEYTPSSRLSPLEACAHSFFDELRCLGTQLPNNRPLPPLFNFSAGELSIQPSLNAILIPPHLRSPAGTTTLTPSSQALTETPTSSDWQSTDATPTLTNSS
* marks the source's active call; other numbers are inactive results; x = no result given.

SMILES	Platelet DG rel	IEC-6 tox	KLF5 inhibitor	HSF-1 act	HSP90 refold inh	aSyn UTR inh	GSK3B inh	HSF1 inhib	Dyrk1A ADPGlo	GSK3 alpha inh
O=C1CN(C(=O)c2cc([N+](=O)[O-])ccc2Cl)C(c2ccccc2)c2cc(F)ccc2N1 (centres undefined)	3	-2	8	12	-2	-1	0	2	2	-1
CC(C)CCNC(=O)C1CCN(c2nc3ccccc3o2)CC1	0	-4	-12	-25	-4	21	0	-17	-87	6
Clc1ccccc1-c1nc2ccccc2c2nc3ccccc3n12	3	3	-9	26	-2	21	1	1	-3	-1
CC1Oc2ccccc2N(CC(=O)N2CCCCC2)C1=O (centres undefined)	10	-7	9	-2	-4	3	1	-3	-1	-3
C=CCNc1oc(-c2cccc3ccccc23)nc1C#N	-2	-4	-7	x	-2	-26	-6	x	-5	-2
CC1=CC(=C2C=CC(=O)C=C2)C=C(C)N1C	0	-2	-15	-5	2	0	-3	2	x	x
CCCCn1c(N)c(N(CCOC)C(=O)c2ccc(Cl)c(S(=O)(=O)N3CCCC3)c2)c(=O)[nH]c1=O	0	-8	-11	-6	-3	3	-2	2	-8	5
N/C(=N\OC(=O)Cc1ccccc1)c1ccccn1	-3	-4	-59	15	0	-77	-1	3	-1	-4
CCC(NC(=O)Nn1cnnc1)(C(F)(F)F)C(F)(F)F	0	-1	-6	1	-2	6	0	1	-8	-2
COC(=O)c1ccc(Cl)c(NC(=O)Cc2ccccc2[N+](=O)[O-])c1	-13	6	-17	5	-1	-48	2	-4	7	0
O=C(Nc1ccc([N+](=O)[O-])cn1)C1CC2CCC1C2 (centres undefined)	2	3	-27	-9	-2	4	-9	11	x	x
O=C(NC(=S)NC1CCSC1=O)c1ccccc1F (centres undefined)	-7	5	-4	3	-1	17	1	3	-4	-2
O=C(COc1ccccc1)N1CCN(C(=O)c2cccc(F)c2)CC1	1	-5	-29	4	-4	3	5	-11	3	-2
CC(=O)N1c2ccc(S(=O)(=O)NCCC(=O)Nc3ccc(OC(F)(F)F)cc3)cc2CC1C (centres undefined)	17	-1	4	-7	-6	2	1	0	-1	-2
O=C(NC(=S)Nc1ccccc1)c1cc([N+](=O)[O-])ccc1N1CCOCC1	1	-3	-6	-21	-2	12	3	0	1	-3
C[C@H](NC(=O)c1[nH]cnc1C(=O)Nc1ccc(CNC(=O)OC(C)(C)C)cc1)C(=O)OC(C)(C)C	4	x	x	-14	x	27	0	-3	6	-1
COc1ccc(CCN2C(=S)N(c3ccccc3)C(=O)C2CC(=O)O)cc1OC (centres undefined)	4	-3	-21	-6	-1	7	-1	-2	-6	-3
Cc1ccccc1OCCC(=O)OCC(=O)c1c(N)n(CC(C)C)c(=O)n(C)c1=O	5	5	-6	0	-5	18	3	-14	2	-1
COc1ccc(NS(=O)(=O)c2cccc(C(=O)NCC3(N(C)C)CCCCC3)c2)cc1	6	x	x	-16	x	-8	3	3	0	-3
O=C(COC(=O)c1ccc[nH]c1=O)NCCc1ccc(F)cc1	2	2	2	-10	3	16	0	-8	x	-4

Part of the list above, showing only aSyn UTR inh:
mol,aSyn UTR inh
C[C@H](NC(=O)c1[nH]cnc1C(=O)Nc1ccc(CNC(=O)OC(C)(C)C)cc1)C(=O)OC(C)(C)C,27
COc1ccc(CCN2C(=S)N(c3ccccc3)C(=O)C2CC(=O)O)cc1OC (centres undefined),7

(cont.)
SMILES	Platelet DG rel	IEC-6 tox	KLF5 inhibitor	HSF-1 act	HSP90 refold inh	aSyn UTR inh	GSK3B inh	HSF1 inhib	Dyrk1A ADPGlo	GSK3 alpha inh
Oc1ccccc1N1CCN(CC(O)COC2CCCc3ccccc32)CC1 (centres undefined)	5	-5	-40	-5	-2	7	0	0	-3	-3
Cc1ccc(C(=O)Nc2ccc(S(=O)(=O)Nc3cnc4ccccc4n3)cc2)cc1	2	-5	-7	29	-2	-61	4	17	5	-2
CCCCNc1c(-c2ccc(OC)c(Sc3ccc(OC)cc3)c2)nc2ccccn12	3	x	x	3	x	-2	1	15	8	-2
CCCN(CC(=O)Nc1ccccc1C)C(=O)COc1ccc2c(c1)CCC2	-8	1	-25	11	-3	10	-4	8	2	4
Cc1cc(OCC(=O)NC2CCN(C)CC2)ccc1[N+](=O)[O-]	11	-5	-29	-31	-3	-7	1	-13	x	-1
O=C(O)Cc1sc(Nc2ccccc2)nc1-c1ccc(Cl)cc1	10	1	-144	31	0	-149	-1	16	4	-2
Nn1c(=O)c2ccccc2n2c(SCc3ccc(C(F)(F)F)cc3)nnc12	-6	0	-14	10	1	13	2	9	5	1
Nc1nc(CSc2ccccc2)nc(N2CCCCC2)n1	1	-2	-74	19	-5	-129	-13	4	4	0
CCNC(=S)N(CCN(C)C)Cc1cc2cc3c(cc2[nH]c1=O)OCO3	11	7	-11	-3	-1	15	-1	-2	1	-3
CC(Oc1ccc(Cl)cc1)/C(N)=N/O (centres undefined)	4	4	-4	2	2	12	-1	-5	11	-2
CC(CNS(=O)(=O)c1ccccc1)(c1ccccc1)N1CCCCC1 (centres undefined)	16	-1	-24	-14	-2	-5	-8	-4	-5	2
COc1cccc2c1OCC/C2=N\NC(=O)COc1ccc(C)cc1	5	0	-15	-4	-7	-28	0	-4	-3	-2
CCOC(=O)c1ccc(-n2c(C)ccc2C)cc1	-1	-11	-50	-42	0	-11	1	-42	-1	-1
O=C(CCCn1ncn2c(cc3occc32)c1=O)N1CCc2ccccc2C1	-10	2	7	0	3	-30	1	-6	4	1
CCCN1CCC(NC(=O)C2CC=CCC2C(=O)O)CC1 (centres undefined)	1	5	-3	-22	5	-6	-1	-11	-9	0
CC(Sc1nc(N)c2c3c(sc2n1)CSC(C)(C)C3)C(=O)Nc1ccccc1 (centres undefined)	5	-2	7	18	1	-14	-14	-1	0	1
O=C(CSc1nnc(Cn2nnc3ccccc32)o1)Nc1ccc(Cl)cc1	0	-1	-21	0	-2	-2	2	-7	20	-1
Oc1ccc(-c2[nH]ncc2-c2ccc(Br)cc2)c(O)c1	2	-2	-5	28	-2	-35	-1	10	44	1
NC(=O)c1nsc(C(=O)N(CC(=O)NC2CCCCC2)Cc2ccc(F)cc2)c1N	13	-1	-20	36	6	-35	x	3	-1	-1
CC1(C)CC(=O)C2=C(C1)OC(N)=C(C#N)C2c1cn(-c2ccccc2)nc1-c1ccc(F)cc1 (centres undefined)	24	-7	-24	x	0	0	2	x	-2	-2

Compound profiles (already shown).
`CC(Oc1ccc(Cl)cc1)/C(N)=N/O` (centres undefined) across the screens: Platelet DG rel = 4; IEC-6 tox = 4; KLF5 inhibitor = -4; HSF-1 act = 2; HSP90 refold inh = 2; aSyn UTR inh = 12; GSK3B inh = -1; HSF1 inhib = -5; Dyrk1A ADPGlo = 11; GSK3 alpha inh = -2
`NC(=O)c1nsc(C(=O)N(CC(=O)NC2CCCCC2)Cc2ccc(F)cc2)c1N` across the screens: Platelet DG rel = 13; IEC-6 tox = -1; KLF5 inhibitor = -20; HSF-1 act = 36; HSP90 refold inh = 6; aSyn UTR inh = -35; GSK3B inh = x; HSF1 inhib = 3; Dyrk1A ADPGlo = -1; GSK3 alpha inh = -1
`CC(CNS(=O)(=O)c1ccccc1)(c1ccccc1)N1CCCCC1` (centres undefined) across the screens: Platelet DG rel = 16; IEC-6 tox = -1; KLF5 inhibitor = -24; HSF-1 act = -14; HSP90 refold inh = -2; aSyn UTR inh = -5; GSK3B inh = -8; HSF1 inhib = -4; Dyrk1A ADPGlo = -5; GSK3 alpha inh = 2

Going on with the list.
SMILES	Platelet DG rel	IEC-6 tox	KLF5 inhibitor	HSF-1 act	HSP90 refold inh	aSyn UTR inh	GSK3B inh	HSF1 inhib	Dyrk1A ADPGlo	GSK3 alpha inh
CCCCNC(=O)C1Cc2cc(S(=O)(=O)N3CCCC3)ccc2N1C(C)=O (centres undefined)	7	-2	-13	-5	-5	2	2	0	0	0
OCCC1CN(Cc2ccc3nsnc3c2)CCN1C1CCCC1 (centres undefined)	3	-1	-13	1	3	-2	1	-6	-1	3
O=C(CSc1nc2cccnc2n1Cc1ccccc1)N1CCCC1	-4	7	-3	-1	3	13	-3	-3	2	-4
O=C(CSc1nc2scc(-c3ccccc3)c2c(=O)[nH]1)N1CCOCC1	3	-8	-37	-5	-1	-31	1	-8	-2	0
CN(CCc1ccccn1)c1ncnc2[nH]ncc12	x	0	-37	x	1	x	x	x	15	30
N#CCCn1cc(/C=N/O)c(-c2ccc(-c3ccccc3)cc2)n1	-44	11	-32	31	-3	-61	-9	6	6	-4
O=c1c2[nH]c3ccccc3c2ncn1CCN1CCOCC1	-1	-2	-12	12	2	-1	2	-3	5	-2
CC(=O)c1cccc(N(C(=O)c2ccco2)C(C(=O)NC2CCCC2)c2ccccc2F)c1 (centres undefined)	10	1	-29	1	0	-10	-4	-1	-5	-1
CC(C)CCN1CCN(Cc2cccn2-c2ccccn2)CC1CCO (centres undefined)	0	-1	-2	1	2	1	3	1	26	-5
COc1c(C)c2c(c(O)c1C/C=C(\C)CCC(=O)O)C(=O)OC2	-4	x	x	17	x	77*	-3	12	11	-2
CCOc1ccc2c(c1)c(N=O)c(O)n2C	1	0	-3	1	1	-65	3	-7	-1	-2
CCCCNC(=S)NC(C)(C)CO	7	-4	0	-4	0	0	-2	-12	7	x
Cc1ccc(C(=O)N2CCN(S(=O)(=O)N3CCCCCC3)CC2)cc1	1	2	-15	-10	2	4	3	-4	4	-1
O=S(=O)(NCc1cc(-c2ccccc2)no1)c1ccc(Cl)cc1	11	-1	10	8	1	-8	1	-2	-1	-2

These rows are one share of the data; count on the stated rates, not on these rows.
